# Screening data as filed in PubChem.
# TRb SRC2 PPI: inhibitors of human thyroid hormone receptor beta-SRC2 interaction. P10828. TRbeta-SRC2 peptide binding, fluorescence polarization; receptor liganded with 1 µM T3. Potency, µM (titrated, usually from 106 µM), inactives show at the top dose activity change, negative = inhibition, most hits filed as inhibitors. actives 0.065% (n = 280,000);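 further: plate controls were bound peptide for no effect and peptide without receptor for full effect; nearly all actives have a fitted effect of over 50% in size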
#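 Polarization signal, normalized between peptide-alone and full complex controls, measured compound effects on T3-liganded human TRb LBD (0.6 uM) binding 20 nM Texas Red SRC2 peptide after 5 hr.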
# GAA inh: inhibitors of human lysosomal alpha-glucosidase; P10253; purified human GAA, 4-MU-alpha-glucoside fluorescence; Potency, µM (doses to about 76.9 µM), for inactives: top-dose activity change, negative = inhibition, most hits filed as inhibitors; actives 0.005% (n = 200,000); AID 1466;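 further: plate controls were uninhibited enzyme wells for no effect and no-enzyme background for full effect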
#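 Compounds are titrated up to 77 uM against 4 nM human enzyme. Substrate 4-methylumbelliferyl-alpha-D-pyranoside (400 uM) reacts 20 min at room temperature in pH 5.0 buffer; liberated 4-methylumbelliferone is read at 440 nm.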
# RECQ1 helicase: inhibitors of human RECQ1 DNA helicase; RECQ1 DNA unwinding, red fluorescence kinetic read; Potency, µM (series often up to 57.3 µM), inactives show at the highest dose activity, negative = inhibition, hits mostly inhibitors; actives 0.54% (n = 240,000);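 further: plate controls were vehicle for no effect and no enzyme for full effect; nearly all actives have a fitted effect of over 30% in size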
# Target sequence (P46063 whole entry, looked up): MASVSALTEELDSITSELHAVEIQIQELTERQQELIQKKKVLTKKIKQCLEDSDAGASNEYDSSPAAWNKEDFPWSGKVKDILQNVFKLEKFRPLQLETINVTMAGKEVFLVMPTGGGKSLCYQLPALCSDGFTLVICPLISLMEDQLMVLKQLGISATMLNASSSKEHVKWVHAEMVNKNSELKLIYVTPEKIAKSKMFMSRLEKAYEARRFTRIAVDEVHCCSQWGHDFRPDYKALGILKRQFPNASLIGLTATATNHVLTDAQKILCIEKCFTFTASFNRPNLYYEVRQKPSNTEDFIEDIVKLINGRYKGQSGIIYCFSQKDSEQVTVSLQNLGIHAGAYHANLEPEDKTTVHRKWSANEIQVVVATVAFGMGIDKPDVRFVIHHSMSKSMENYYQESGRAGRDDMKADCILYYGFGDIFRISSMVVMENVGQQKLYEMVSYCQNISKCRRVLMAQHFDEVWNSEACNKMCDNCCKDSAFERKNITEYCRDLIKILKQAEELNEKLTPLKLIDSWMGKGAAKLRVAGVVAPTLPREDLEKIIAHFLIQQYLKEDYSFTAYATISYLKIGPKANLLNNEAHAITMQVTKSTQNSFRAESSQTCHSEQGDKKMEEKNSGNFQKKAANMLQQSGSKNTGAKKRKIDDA
#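 50 nM RECQ1T1 preincubated 15 min with compound in Tris pH 8.0 buffer with MgCl2, DTT, Tween-20 and 2.5 ug/ml poly(dI-dC); started with 200 nM TAMRA/BHQ-2 forked duplex and 2 mM ATP. Unwinding read as fluorescence (525/598 nm), two reads 2 h apart.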
# TR SRC2 fluor cs: counter-screen for TRb-SRC2 inhibitors: fluorescence interference; AID 1479; actives 0.29% (n = 280,000); TRb/SRC2 Texas Red total fluorescence interference; Potency, µM (series often up to 106 µM), without a hit: top-dose fluorescence change, negative = quenching; active means well fitted curve in either direction with a large enough effect; inconclusive means small, poorly fitted or top-dose-only effect
#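 Flags fluorescent or light-absorbing compounds by total fluorescence, S + 2P, at 555 nm excitation and 632 nm emission. Mixture: 20 nM Texas Red SRC2 peptide, 0.6 uM human TRb LBD, 1 uM T3, 5% DMSO; compound exposure 5 h at ambient temperature.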
# GoLoco inh red: inhibitors of human Gai1-RGS12 GoLoco interaction (red fluorophore); P63096; Gai1:RGS12 GoLoco peptide FP, rhodamine, 10 min; Potency, µM (titrated, usually from 61.6 µM), inactives show at the top dose activity, negative = inhibition, actives largely listed as inhibitors; actives 0.44% (n = 230,000); active means well fitted inhibition curve with a large enough effect, not every such curve was filed as active; inactive means no such curve, though single readings can be large or run the other way; further: nearly all actives have a fitted effect of over 30% in size; many of its hits are not listed in these tables
# Target sequence (P63096 whole entry, looked up): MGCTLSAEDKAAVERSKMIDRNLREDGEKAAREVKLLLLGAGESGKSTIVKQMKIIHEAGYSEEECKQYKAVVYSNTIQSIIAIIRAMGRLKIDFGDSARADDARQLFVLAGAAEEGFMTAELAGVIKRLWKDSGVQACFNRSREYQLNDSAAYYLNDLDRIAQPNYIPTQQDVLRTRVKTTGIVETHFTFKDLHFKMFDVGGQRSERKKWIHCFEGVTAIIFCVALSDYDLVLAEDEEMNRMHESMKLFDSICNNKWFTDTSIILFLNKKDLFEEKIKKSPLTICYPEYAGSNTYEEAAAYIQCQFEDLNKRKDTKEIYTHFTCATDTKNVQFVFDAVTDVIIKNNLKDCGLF
# GAA spleen mod: inhibitors or activators of human alpha-glucosidase in spleen homogenate. Potency, µM (top dose mostly 79.9 µM), for the others: at the highest dose activity change, negative = inhibition, actives largely listed as inhibitors. P10253. human spleen homogenate, 4-MU-alpha-glucoside fluorescence. actives 0.006% (n = 240,000). AID 2112;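 further: 0% = enzyme with vehicle and -100% = no enzyme basal signal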
#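 Human spleen homogenate (1 ug) incubated with compounds and 1 mM 4-methylumbelliferyl-alpha-D-glucopyranoside in pH 5.0 citrate/phosphate buffer, 37 C, 40 min. Stopped at pH 10; 4-MU fluorescence (Ex 365/Em 440 nm); AC50 by Hill fit.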
# L3MBTL1 inh: L3MBTL1 (human) inhibition; Q9Y468; AlphaScreen L3MBTL1–H3K9me1 peptide binding; Potency, µM (highest dose often 57.1 µM), for the others: top-dose activity, negative = inhibition, most hits filed as inhibitors; actives 0.66% (n = 230,000); AID 485360; further: nearly all actives have a fitted effect of over 60% in size
#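 AlphaScreen proximity signal between nickel-chelate acceptor and streptavidin donor beads (final 10 ug/mL) reports binding of 50 nM L3MBTL1 to 75 nM biotin-H3 K9me1 peptide; complex incubated with compounds 30 min at room temperature; cefsulodin titration as control.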
# GAA glycogen: alters human alpha-glucosidase cleavage of glycogen | recombinant GAA, glycogen substrate, Amplex Red glucose oxidase fluorescence | AID 2100 | Potency, µM (doses to about 76.4 µM), for inactives: top-dose activity change, negative = inhibition, hits mostly inhibitors | actives 0.38% (n = 300,000);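 further: 0% = full enzyme reaction and -100% = no-enzyme basal signal; the screen sought inhibitors and activators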
#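 Recombinant enzyme (4 nM final) with compounds titrated up to 77 uM and bovine liver glycogen (30 ug) in citrate pH 5.0, 0.01% Tween-20, 37 C 40 min. Released glucose detected by Amplex Red/glucose oxidase (Ex 573/Em 610); AC50 from Hill fits.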
# * hit, by the source's call; i = inactive; ? = inconclusive; . = no result given; & = joins results of further samples; ! = repeats disagree; [ ] = another dose, or the depositor's remark. Unless noted, the call rests on the fitted dose curve; in most records, active means well fitted curve in the direction sought with a large enough effect; inconclusive means small, poorly fitted or top-dose-only effect, or another doubt; inactive means no such curve, though single readings can be large; an effect the other way counts as inactive or inconclusive. Unless noted, on the % scale 0 is the no-effect control and ±100 the full control effect; potency means the concentration at half of the fitted maximal effect. An excerpt. The share of hits here may be higher or lower than overall.
SMILES,TRb SRC2 PPI,GAA inh,RECQ1 helicase,TR SRC2 fluor cs,GoLoco inh red,GAA spleen mod,L3MBTL1 inh,GAA glycogen
CCC(C)N(NC(C)=O)c1nc(Cl)nc(NC(C)C)n1 (stereo unspecified),-7%,-20%,i,-3%,1%,1%,11%,10%
Cc1ccc(Nc2nc(COC(=O)COc3ccc(C=O)cc3)cs2)cc1,8%,4%,i,1%,14%,0%,-8%,-3%
Cc1c(C(=O)O)c(=S)sn1CCOc1ccccc1,-18%,-2%,-5%,-2%,8%,-1%,-10%[11.4 µM],2%
Cc1cccc(NC(=O)C2C3CCC4C(CCC32)C4(Cl)Cl)c1 (stereo unspecified),2%,-1%,-17%,0%,-2%,-8%,9%,11%
Nc1ccc(-c2cc(-c3cccc(N)c3)nc(-c3ccccc3)n2)cc1,1%,12%,-3%,-15%,4%,-5%,7%,1%
Cc1nc2ncc(Br)cc2[nH]1,-3%,0%,1%,-2%,-1%,-2%,-8%,7%
O=C(Cc1ccc(Cl)c(Cl)c1)Nc1ccc2[nH]c(=O)[nH]c2c1,10%,1%,-1%,-2%,14%,-1%,3%,0%
CCOC(=O)/C(=C/C=C1\Sc2cc(C)c(C)cc2N1CC)C(C)=O,8%,-20%,-6%,15%,168%[activator],-4%,-5%,-1%
Cc1ccc(C2CC(=O)Nc3cc4c(cc32)OCCO4)s1 (stereo unspecified),-11%,2%,-2%,-2%,2%,-5%,-9%,5%
CC(C)(C)c1ccc(/C=N/NC(=S)Nc2cccnc2)cc1,-2%,-3%,i,0%,0%,-4%,-7%,-13%
O=C(NCc1ccco1)C(c1ccccc1F)N(Cc1cccnc1)C(=O)Cn1nnc2ccccc21 (stereo unspecified),-4%,3%,-4%,-5%,-1%,7%,2%,-2%
COc1ccc(NC(=O)c2ccc(Br)o2)c([N+](=O)[O-])c1,-3%,4%,i,1%,6%,-10%,-2%,3%
Cc1ccc2c3c1C1(C(=O)N3C(C)(C)CC2C)C(C#N)=C(N)Oc2cc(O)ccc21 (stereo unspecified),-1%,?,i,1%,11%,-6%,.,-6%
Cn1ncn2c(=O)c3c(nc12)-c1ccccc1CC31CCCC1,-9%,.,-3%,0%,-26%,4%,31%[activator],4%
O=C(CSc1n[nH]c(-c2ccccc2O)n1)N1CCCc2ccccc21,-3%,4%,i,2%,-3%,1%,0%,4%
Cc1ccc(CNC(=O)c2ccc(-n3cccc3)cc2)cc1,-2%,3%,?,-9%,27%,7%,.,4%
C/C=C(/C)C(=O)Nc1cccc(C2=NOC3(C2)C[C@H](C(N)=O)N(C(=O)c2ccccc2)C3)c1 (stereo partly specified),2%,.,-3%,0%,-4%,5%,.,-2%
Cc1ccc(Cn2c(N)c(S(=O)(=O)c3cccs3)c3nc4ccccc4nc32)cc1,9%,?,-9%,0%,0%,-6%,10%,-4%
COc1ccc(/C=N/NC(=O)CNc2n[nH]c(=O)[nH]c2=O)cc1OC,-2%,-3%,-3%,1%,5%,-11%,6%,9%
O=C(Nc1cccc(C(=O)Nc2ccc(S(=O)(=O)O)c3cc(S(=O)(=O)O)cc(S(=O)(=O)O)c23)c1)Nc1cccc(C(=O)Nc2ccc(S(=O)(=O)O)c3cc(S(=O)(=O)O)cc(S(=O)(=O)O)c23)c1,0%&-2%&-4%,.,22µM*!,-16%&-3%&0%,58%&42%&28%[activator],14%&15%&1%,.,.
CC1(C)Cc2c(sc3nc4n(c(=N)c23)CCCCC4)CO1,3%,-6%,-2%,0%,4%,-2%,.,0%
CCOC(=O)C(NCc1ccccn1)(NC(=O)c1cccnc1)C(F)(F)F (stereo unspecified),-1%,4%,1%,-9%,4%,3%,.,5%
Cc1ccccc1C(=O)NNC(=O)/C=C\C(=O)O,-2%,.,-18%,0%,-24%,5%,-1%,4%
S=C(NCCCN1CCOCC1)NC1CC1,0%,2%,3%,-4%,12%,2%,-4%[11.4 µM],-7%
CC1(C)CC(=O)c2cc(NC(=O)c3ccc(F)cc3)c(=O)oc2C1,-4%,14%,i,-1%,3%,-7%,-2%,7%
O=C(COC(=O)c1ccccc1F)Nc1cc(S(=O)(=O)N2CCOCC2)ccc1N1CCCC1,4%,12%,i,-3%,-1%,1%,-9%,-5%
O=[N+]([O-])c1ccccc1S(=O)(=O)N1CCN(Cc2cc3c(cc2O)OCO3)CC1,-1%,0%,-5%,-3%,-1%,3%,?,?
COc1ccccc1C(=O)Nc1nnc(-c2ccc(Cl)cc2)o1,-2%,.,i,-2%,-2%,-1%,.,1%
NC(=O)c1ccc(NC(=O)COc2ccc([N+](=O)[O-])cc2Cl)cc1,2%,4%,29%,-2%,13%,-1%,0%,16%
Cc1ccc(C(=O)CNc2cccc([N+](=O)[O-])c2)cc1,-2%,-8%,-2%,-3%,2%,-10%,.,-3%
CCN1C(=O)CC(N2CCC(Nc3ccc(OC)cc3)CC2)C1=O (stereo unspecified),-16%,-2%,-4%,-4%,-2%,-2%,.,-29%
C=CCCCCCCCCc1nc(SCC(C)=O)n[nH]1,-3%,.,-2%,-3%,8%,5%,20%,-1%
Cc1sc(NC(=O)C2CCCCC2)c(C#N)c1-c1ccccc1,0%,-4%,i,2%,41%[activator],-2%,1%,-11%
COc1cc(C(=O)Nc2nc3ccc4nc(C)sc4c3s2)cc(OC)c1OC,0%,0%,-8%,-3%,-3%,0%,-2%,-2%
CCN(CC)CCn1c2ccc(F)cc2c2nc(C)sc21,-10%,1%,i,-2%,-6%,-3%,.,-5%
O=C(NCc1ccccc1)c1ccc(-c2ccc(F)cc2)o1,-12%,-13%,-2%,-13%,-14%,8%,.,0%
Cc1c(C)c2c(c(C)c1O)CCC(C)(COc1ccc(Cc3sc(=O)[nH]c3O)cc1)O2 (stereo unspecified),-1%,.,-1%,-3%,1%,-4%,.,.
c1ccc(CCCNCC2COc3ccccc3O2)cc1 (stereo unspecified),1%,4%,i,-2%,-1%,-7%,.,-8%
O=c1[nH][nH]c(=O)c2cc(N3CCCC3)ccc12,3%,6%,0%,-2%,.,1%,-4%,-4%
O=C(COC(=O)C1(c2ccc(F)cc2)CCCC1)N1CCN(C(=O)c2ccco2)CC1,-6%,-7%,i,-1%,8%,-3%,-1%,1%

# A draw from above in order of molar mass, lowest first.
SMILES,TRb SRC2 PPI,GAA inh,RECQ1 helicase,TR SRC2 fluor cs,GoLoco inh red,GAA spleen mod,L3MBTL1 inh,GAA glycogen
O=c1[nH][nH]c(=O)c2cc(N3CCCC3)ccc12,3%,6%,0%,-2%,.,1%,-4%,-4%
S=C(NCCCN1CCOCC1)NC1CC1,0%,2%,3%,-4%,12%,2%,-4%[11.4 µM],-7%
Cc1ccccc1C(=O)NNC(=O)/C=C\C(=O)O,-2%,.,-18%,0%,-24%,5%,-1%,4%
Cc1ccc(C(=O)CNc2cccc([N+](=O)[O-])c2)cc1,-2%,-8%,-2%,-3%,2%,-10%,.,-3%
O=C(NCc1ccccc1)c1ccc(-c2ccc(F)cc2)o1,-12%,-13%,-2%,-13%,-14%,8%,.,0%
CC1(C)CC(=O)c2cc(NC(=O)c3ccc(F)cc3)c(=O)oc2C1,-4%,14%,i,-1%,3%,-7%,-2%,7%
NC(=O)c1ccc(NC(=O)COc2ccc([N+](=O)[O-])cc2Cl)cc1,2%,4%,29%,-2%,13%,-1%,0%,16%
CCOC(=O)C(NCc1ccccn1)(NC(=O)c1cccnc1)C(F)(F)F (stereo unspecified),-1%,4%,1%,-9%,4%,3%,.,5%
COc1cc(C(=O)Nc2nc3ccc4nc(C)sc4c3s2)cc(OC)c1OC,0%,0%,-8%,-3%,-3%,0%,-2%,-2%
O=C(COC(=O)C1(c2ccc(F)cc2)CCCC1)N1CCN(C(=O)c2ccco2)CC1,-6%,-7%,i,-1%,8%,-3%,-1%,1%
Cc1c(C)c2c(c(C)c1O)CCC(C)(COc1ccc(Cc3sc(=O)[nH]c3O)cc1)O2 (stereo unspecified),-1%,.,-1%,-3%,1%,-4%,.,.

# (listing goes on)
SMILES,TRb SRC2 PPI,GAA inh,RECQ1 helicase,TR SRC2 fluor cs,GoLoco inh red,GAA spleen mod,L3MBTL1 inh,GAA glycogen
Cc1ccccc1CSc1nnc(-c2ccccn2)n1C,1%,.,-5%,1%,12%,3%,-5%,-9%
O=C(N/N=C/c1ccc([N+](=O)[O-])o1)c1cccc(S(=O)(=O)N2CCOCC2)c1,1%,-14%,-18%,-6%,9%,-6%,5%,-18%
Cc1cccc(NC(=O)C2CC(=O)NC(Nc3nc4ccccc4s3)=N2)c1 (stereo unspecified),1%,-3%,i,-2%,2%,-11%,3%,11%
COCCNC(=O)CSc1nc2ccccc2c(=O)n1CC1CCCO1 (stereo unspecified),6%,-7%,-9%,4%,8%,-7%,9%,6%
CC1CN(C(=O)c2cc([N+](=O)[O-])cc([N+](=O)[O-])c2)CC(C)O1 (stereo unspecified),-1%[53 µM],?,-5%,7%[53 µM],-2%,-3%,-4%,8%
O=C1NC[C@H](c2ccccc2)N(CCc2cccc3ccccc23)C1=O,-3%,.,i,-1%,1%,-2%,.,1%
COC(=O)c1ccc(NC(=O)CN(c2ccc(C)cc2)S(=O)(=O)c2c(C)n[nH]c2C)cc1,7%,-1%,-6%,-2%,.,2%,0%,0%
O=C(Cn1cnc2cc([N+](=O)[O-])ccc2c1=O)NCCc1ccc(F)cc1,-1%,2%,0%,-1%,20%,-1%,2%,7%
Cn1c(=O)[nH]c(=O)c2c1nc(N1CCCC1)n2CC(O)COc1ccccc1 (stereo unspecified),-9%,-3%,i,-2%,-9%,-2%,.,4%
